KOR beta-arrestin-1 = kappa opioid receptor activators – cell-based, luminescence, uHTS, primary screen (AID 1777); activation, % at 10 µM; hits with a dose series show EC50 in µM; KOR beta-arrestin recruitment, luminescence; higher % means a stronger effect; 0.02% of 280,000 active; in the data active = activation above about 50%, passing the limit was not always enough; note: a part of the inactive calls stands beside numbers as strong as those of hits
GPR35 arrestin U2OS = GPR35 antagonists blocking zaprinast-driven arrestin recruitment, primary screen, imaging, U2OS, beta-arrestin-GFP, zaprinast agonist (AID 2058) | U2OS GPR35 beta-arrestin-GFP translocation imaging, zaprinast antagonism; higher % means a stronger effect | inhibition, % at 10 µM, or IC50 in µM where a hit was titrated | 0.052% of 290,000 active;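 active = inhibition of at least 50% with at least 30 cells and total cytoplasm GFP at most 10,000,000; inconclusive = under 30 cells or total GFP of 10,000,000 plus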
GPR55 antagonists = GPR55 antagonists blocking LPI-driven arrestin recruitment, primary screen, imaging, U2OS, beta-arrestin-GFP, LPI agonist (AID 2013); U2OS GPR55 beta-arrestin-GFP translocation imaging, LPI antagonism; higher % means a stronger effect; one-dose inhibition, % at 10 µM; IC50 in µM for titrated hits; 0.13% of 290,000 active;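 active = spots per cell inhibited over 60%, with over 100 cells counted and total cytoplasm intensity under 500,000; inconclusive = wells with under 100 cells, flagged as likely toxic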;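 note: U2OS cells stably carrying GPR55 and arrestin-GFP stimulated by 5 µM LPI near EC80; imaged beta-arrestin-GFP aggregate spots per cell after agonist stimulation; plate controls were LPI-stimulated DMSO wells for no effect and DMSO wells without LPI for full effect; some results filed as inactive read as strong as hits; confirmed hits need IC50 under 10 µM and bright autofluorescent wells are also inconclusive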
GPR55 beta-arrestin = GPR55 agonists via beta-arrestin recruitment, primary screen, imaging, U2OS cells, beta-arrestin-GFP redistribution (AID 1961) | U2OS GPR55 beta-arrestin-GFP redistribution imaging; higher % means a stronger effect | activation, % at 10 µM, or EC50 in µM where a hit was titrated | 0.048% of 290,000 active;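 active = activation above 40% with more than 50 cells counted in the well; inconclusive = wells holding fewer than 50 cells, flagged as toxic or sparse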;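 note: U2OS osteosarcoma cells stably expressing GPR55 and beta-arrestin-GFP; plate controls were DMSO negative control for no effect and LPI positive control for full effect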
HEK293 NOD2/NF-kB = inhibition of NOD2-driven NF-kB reporter – cell-based, luminescence, uHTS, HEK293 (AID 1566); HEK293 NOD2/NF-kB luciferase reporter, luminescence; higher % means a stronger effect; one-dose inhibition, % at 4 µM; EC50 in µM for titrated hits; 0.63% of 290,000 active; note: many of its hits are not listed in these tables
NOD1 NF-kB reporter = NOD1 signaling inhibitors, primary screen, cell-based, luminescence, uHTS (AID 1578) | NOD1-driven NF-kB luciferase reporter cells, luminescence; higher % means a stronger effect | inhibition, % at 4 µM; hits with a dose series show EC50 in µM | 1% of 290,000 active; in the data active = inhibition mostly above about 36%, no sharp cut-off; inactive = mostly below about 34%;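 note: HEK-293T reporter cells stimulated with the NOD1 agonist gamma-tri-DAP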
KOR beta-arrestin-2 = KOR antagonists, beta-arrestin recruitment, cell-based, luminescence, uHTS (AID 1778); KOR beta-arrestin recruitment, luminescence, antagonist mode; higher % means a stronger effect; inhibition, % at 10 µM; hits with a dose series show IC50 in µM; 0.091% of 290,000 active; note: strong numbers were not always called active
HIV peptide binding = cell-free HIV fusion peptide-binding blockers – biochemical, uHTS, fluorescence dequenching, primary screen (AID 1986); cell-free peptide binding, fluorescence dequenching, 30 min; higher % means a stronger effect; one-dose inhibition, % at 20 µM; IC50 in µM for titrated hits; 0.3% of 290,000 active; in the data active = inhibition mostly above about 52%, no sharp cut-off; inactive = mostly below about 76%; note: some results filed as inactive read as strong as hits
Myeloid diff MLP = myeloid differentiation induction | calls only at 10 µM | AID 624256 | ER-HoxA9 myeloid progenitors, lysozyme-GFP differentiation, flow cytometry | 1% of 360,000 active;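 active = normalized GFP-positive differentiation at or above the plate's own cutoff, the solvent-only control mean plus 3 SD; inconclusive = no clear call, values can overlap the other calls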;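 note: cells exposed to compound for four days before flow analysis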
Myeloid diff MLP GFP+ MAC1+ % = further read-out of Myeloid diff MLP, marked with its call; GFP+ MAC1+ double positive, %; measured here: differentiation confirmed by MAC1 staining
* marks the source's active call; other numbers are inactive results; i = inactive; ? = inconclusive; · = not tested or not shown; [ ] = another dose, or the depositor's remark. Cut-off read from the data, not from the text of the source, unless noted: active = inhibition above about 50%; inactive = the rest. These rows are one share of the data; count on the stated rates, not on these rows.

SMILES	KOR beta-arrestin-1	GPR35 arrestin U2OS	GPR55 antagonists	GPR55 beta-arrestin	HEK293 NOD2/NF-kB	NOD1 NF-kB reporter	KOR beta-arrestin-2	HIV peptide binding	Myeloid diff MLP	Myeloid diff MLP GFP+ MAC1+ %
COCCOC(=O)C1=C(C)NC(=O)NC1c1cc2c(cc1Br)OCO2 (centres undefined)	5.7%	-6%	-16%	-0.1%	3%	-8%	-37%	-0.3%	i	0.8
COc1ccc(C(=O)COC(=O)CCN2C(=O)C3C4CC(C(Br)C4Br)C3C2=O)cc1 (centres undefined)	-1.9%	-26%	30%	0.3%	19%	-14%	-3%	-0.2%	i	1.8
COC(CNC(=O)C1CCN(C(=O)c2cc3oc(C)cc3n2Cc2c(F)cccc2Cl)CC1)OC	-1.4%	-15%	3%	-0.6%	12%	7%	-26%	-1.6%	i	0.0
O=C(c1cc([N+](=O)[O-])cc([N+](=O)[O-])c1)N(Cc1nnc(-c2ccccc2Cl)o1)C1CC1	-4.0%	-5%	-12%	0.1%	13%	-13%	8%	0.1%	i	0.6
O=C(CCCN1C(=O)c2cccnc2C1=O)N1CC(=O)N(CCc2ccccc2)C(=O)C1	-0.6%	4%	24%	-0.1%	12%	-14%	18%	-0.8%	i	0.6
O=C(/C=C/c1ccc(F)cc1)NC(=S)NNC(=O)c1cccnc1	4.9%	-4%	3%	-0.2%	12%	-17%	-6%	0.3%	i	0.2
Cc1ccc(S(=O)(=O)CC(=O)Nc2cccc(C)n2)cc1	3.0%	-5%	1%	0.0%	-1%	-4%	-11%	1.1%	i	0.0
CCOC(=O)c1oc2ccc(S(=O)(=O)n3nc(-c4ccc(Cl)cc4)cc3N)cc2c1C	-4.2%	0%	-10%	0.3%	-4%	19%	-20%	-2.3%	i	5.3
O=C(O)c1ccc(Cl)cc1NC(=O)C1CCCO1 (centres undefined)	4.9%	0%	16%	-0.1%	3%	-22%	-20%	2.0%	i	6.4
NC(=O)c1ccsc1NC(=O)c1ccc(S(=O)(=O)N2CCCc3ccccc32)cc1	1.5%	-31%	1%	0.2%	16%	-31%	-47%	1.4%	i	3.0
CC(=O)c1ccc(NC(=S)NC(C)CCc2ccccc2)cc1 (centres undefined)	-1.0%	1%	0%	-0.1%	6%	-9%	4%	0.7%	i	0.7
CC1(C)CC(N2CCC(=O)N(C3CC(C)(C)NC(C)(C)C3)C2)CC(C)(C)N1	4.8%	8%	5%	-0.2%	16%	6%	-2%	1.1%	i	1.8
CCOc1ccc(/C=C/C(=O)c2ccccc2)cc1	5.5%	7%	4%	4.1%	-89%	-11%	0%	0.7%	i	0.5
CCCc1cc(=O)oc2cc(OCC(=O)Nc3cc(C)on3)ccc12	3.6%	2%	-6%	0.0%	7%	0%	-29%	-0.1%	i	1.7
c1ccc(C(c2ccccc2)N2CCN(c3nc4ccccc4n4cnnc34)CC2)cc1	3.6%	-24%	8%	-0.3%	4%	-7%	-75%	0.7%	·	·
O=[N+]([O-])c1ccc(O)c(Nc2c([N+](=O)[O-])ccc3nonc23)c1	0.4%	2%	7%	0.0%	11%	1%	33%	-2.0%	i	0.1
O=C(Nc1nnc(C2CCCCC2)s1)c1ccco1	1.3%	6%	-11%	0.6%	-65%	-75%	-25%	-2.2%	i	0.6
COc1ccc(C(c2c(C)n(C)n(-c3ccccc3)c2=O)c2c(C)n(C)n(-c3ccccc3)c2=O)cc1O	3.6%	-6%	-21%	0.7%	6%	-30%	-27%	-1.4%	·	·
O=C(N/C(=C/C=C/c1ccccc1)C(=O)N1CCOCC1)c1ccccc1Br	6.6%	5%	4%	-0.5%	-3%	36%	-51%	-1.4%	i	0.6
COc1cccc(C(=O)NC2CCCN(C3Cc4ccccc4C3)C2)c1OC (centres undefined)	-2.5%	4%	3%	-0.2%	-1%	-28%	-18%	-0.1%	i	8.7
Cc1noc(C)c1C(=O)NCCc1ccc(S(N)(=O)=O)cc1	1.3%	-4%	9%	-0.1%	-4%	-15%	-16%	-0.2%	i	1.2
Cc1ccc2cc(CCNC(=O)C(C)(C)C)c(=O)[nH]c2c1	-2.2%	2%	-1%	-0.1%	-1%	-9%	26%	-0.1%	i	2.2
O=C1CSC(c2cccnc2)N1c1ccccc1 (centres undefined)	-0.5%	9%	11%	-0.4%	20%	-4%	10%	-1.0%	i	0.7
CCCOc1ccc(CCc2n[nH]c(=S)n2-c2ccccc2)cc1	-7.0%	-19%	3%	0.5%	19%	-23%	1%[20 µM]	0.1%	i	0.7
COc1ccc(CNC(=O)c2cc(=O)c3c(C)cc(C)cc3o2)cc1	2.3%	-12%	2%	0.3%	9%	-14%	24%	-0.6%	i	0.9
Nc1ccc2c(c1)C(=O)N(CCCC(=O)O)C2=O	3.2%	-2%	4%	0.3%	-5%	24%	-68%	-2.2%	i	0.6
NS(=O)(=O)c1cccc(NS(=O)(=O)c2ccc(/C=C/C(=O)O)cc2)c1	-1.2%	-2%	1%	0.2%	12%	-8%	20%	2.0%	i	0.2
CC(=O)N(Cc1ccc(Cl)cc1)c1cnccn1	1.4%	4%	4%	0.0%	13%	-1%	-3%	0.2%	i	0.6
COc1cccc(C(=O)NC2CC3CCCC(C2)N3S(=O)(=O)c2ccccc2)c1 (centres undefined)	-0.9%	3%	8%	-0.1%	13%	3%	29%	1.7%	i	0.4
CC(C)[C@@H](COc1ccccc1)N1CCN(Cc2ccccc2)CCC1=O	-1.5%	-8%	-2%	-0.1%	-14%	-3%	-15%[20 µM]	-1.2%	i	1.6

Arranged by SMILES length (ascending): three of the compounds above.
SMILES	KOR beta-arrestin-1	GPR35 arrestin U2OS	GPR55 antagonists	GPR55 beta-arrestin	HEK293 NOD2/NF-kB	NOD1 NF-kB reporter	KOR beta-arrestin-2	HIV peptide binding	Myeloid diff MLP	Myeloid diff MLP GFP+ MAC1+ %
O=C1CSC(c2cccnc2)N1c1ccccc1 (centres undefined)	-0.5%	9%	11%	-0.4%	20%	-4%	10%	-1.0%	i	0.7
O=C(N/C(=C/C=C/c1ccccc1)C(=O)N1CCOCC1)c1ccccc1Br	6.6%	5%	4%	-0.5%	-3%	36%	-51%	-1.4%	i	0.6
NS(=O)(=O)c1cccc(NS(=O)(=O)c2ccc(/C=C/C(=O)O)cc2)c1	-1.2%	-2%	1%	0.2%	12%	-8%	20%	2.0%	i	0.2

Continuation.
SMILES	KOR beta-arrestin-1	GPR35 arrestin U2OS	GPR55 antagonists	GPR55 beta-arrestin	HEK293 NOD2/NF-kB	NOD1 NF-kB reporter	KOR beta-arrestin-2	HIV peptide binding	Myeloid diff MLP	Myeloid diff MLP GFP+ MAC1+ %
COc1ccc(S(=O)(=O)N2CCOCC2)cc1C(=O)Nc1ccon1	0.1%	1%	6%	-0.1%	-3%	13%	-16%	-3.5%	i	0.6
COc1ccc2nc(NC(=O)C3CCN(C(=O)c4ccco4)CC3)sc2c1	-6.7%	-6%	-8%	0.2%	-28%	-18%	0%	0.1%	i	0.4
COc1ccc(/C=C/C(=O)N2CCN(c3ccccc3)CC2)cc1S(=O)(=O)N1CCOCC1	-2.6%	-11%	17%	-0.3%	27%	-12%	23%	-1.7%	i	0.2
COc1ccc(CN2CCC(=O)NC2=O)cc1	-2.6%	-4%	5%	-0.3%	13%	7%	24%	-1.8%	i	0.5
O=C(NCc1ccc2c(c1)OCO2)Nc1cccc(Cl)c1	-1.0%	6%	7%	-0.2%	-90%	-41%	17%	0.2%	i	0.4
COc1ccc(-c2[nH]ncc2CN2CCC(O)(c3ccc(Cl)cc3)CC2)cc1	-1.9%	4%	-3%	0.2%	6%	-17%	-22%	-0.7%	i	1.3
CC(O)C(=O)NCCOCCOCCNC(=O)C(C)O (centres undefined)	6.9%	-5%	5%	-0.1%	-2%	6%	-17%	-0.9%	i	1.0
Cc1cccc(NC(=O)c2ccc(NC(=O)c3ccccc3Br)cc2)c1	-1.0%	-3%	-9%	-0.1%	15%	-2%	-38%	-0.7%	i	1.6
CCOC(=O)c1cccc(NC(=O)CCS(=O)(=O)c2cccs2)c1	3.1%	1%	15%	-0.1%	6%	-9%	41%	0.2%	i	0.7
COc1cn(-c2ccccc2)nc1C(=O)Nc1ccc(C)cc1	3.9%	20%	16%	0.2%	3%	-8%	-56%	0.1%	i	3.6
CC1CCN(c2ccc3nnc(CCC(=O)Nc4ccc(F)cc4)n3n2)CC1	-4.4%	6%	6%	-0.1%	27%	-17%	-12%	-2.1%	i	6.5
Cc1ccc(N2CCC(N3CCN(C4CCCCC4)C(CCO)C3)CC2)cc1 (centres undefined)	-5.9%	-12%	3%	-0.3%	18%	-18%	-2%	1.3%	i	0.7
CS(=O)(=O)Nc1ccc(C(=O)Nc2ccccc2C(=O)N2CCCC2)cc1	-2.3%	0%	6%	0.1%	8%	11%	9%	-2.9%	i	0.9
O=C(OCC(=O)N1CCCC1)c1cc([N+](=O)[O-])ccc1Cl	-5.5%	2%	-4%	-0.1%	9%	12%	-12%	-0.1%	?	·
Cc1cccc(OCC(=O)Nc2cc(S(=O)(=O)N3CCCCC3)ccc2N2CCN(C)CC2)c1	-0.8%	11%	23%	-0.2%	18%	-27%	-2%	-2.5%	i	0.2
O=C1CSC(c2ccc(Cl)cc2)N1c1cccnc1 (centres undefined)	0.8%	1%	-11%	0.2%	4%	-3%	27%	-0.1%	i	0.5
CC1(C)CC(CC(=O)O)(c2ccccc2)CCO1 (centres undefined)	-4.4%	11%	4%	-0.2%	10%	13%	-15%	6.5%	i	0.8
CC(C)OP(=O)(OC(C)C)C(O)c1ccc2c(c1)OCO2 (centres undefined)	1.0%	4%	-10%	-0.4%	1%	-23%	·	-1.6%	i	0.1
CCCC(=O)C1=C(O)C(C(=O)OC)C(C)(C)CC1=Nc1ccc(OC)cc1 (centres undefined)	-3.2%	23%	7%	-0.8%	6%	-37%	2%	-0.5%	i	0.5
N#Cc1nc(Cc2ccccc2)oc1NCCN1CCOCC1	-1.7%	-12%	8%	0.6%	16%	6%	24%	-2.8%	i	0.5

Pulled by structure from the list above:
SMILES	KOR beta-arrestin-1	GPR35 arrestin U2OS	GPR55 antagonists	GPR55 beta-arrestin	HEK293 NOD2/NF-kB	NOD1 NF-kB reporter	KOR beta-arrestin-2	HIV peptide binding	Myeloid diff MLP	Myeloid diff MLP GFP+ MAC1+ %
CC(C)OP(=O)(OC(C)C)C(O)c1ccc2c(c1)OCO2 (centres undefined)	1.0%	4%	-10%	-0.4%	1%	-23%	·	-1.6%	i	0.1
O=C1CSC(c2ccc(Cl)cc2)N1c1cccnc1 (centres undefined)	0.8%	1%	-11%	0.2%	4%	-3%	27%	-0.1%	i	0.5

Screening results as filed in PubChem BioAssay.
